# Screening results (PubChem BioAssay)
# KCNK9 inh – inhibitors of human KCNK9 two-pore domain potassium channel; Q9NPC2; HEK293 KCNK9, FluxOR thallium flux fluorescence; active compounds read low; B-score at 10 µM; actives 1.2% (n = 310,000);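 active = ratio B-score over 3 SD below the library mean, with starting fluorescence within 5 SD of its mean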;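 note: negative B-score means less thallium flux so channel inhibition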
# KCNQ1 block – human KCNQ1 channel inhibition; B-score at 10 µM; actives 1.3% (n = 310,000); CHO-K1 KCNQ1, FluxOR thallium flux fluorescence; active compounds read high; AID 2642; P51787;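 active = compounds whose thallium flux B-score, printed positive for inhibition, exceeds three library SD while starting fluorescence stays within three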;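 note: channel opened by potassium depolarization with thallium stimulus after 20 min compound exposure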
# Target sequence (P51787 whole entry, looked up): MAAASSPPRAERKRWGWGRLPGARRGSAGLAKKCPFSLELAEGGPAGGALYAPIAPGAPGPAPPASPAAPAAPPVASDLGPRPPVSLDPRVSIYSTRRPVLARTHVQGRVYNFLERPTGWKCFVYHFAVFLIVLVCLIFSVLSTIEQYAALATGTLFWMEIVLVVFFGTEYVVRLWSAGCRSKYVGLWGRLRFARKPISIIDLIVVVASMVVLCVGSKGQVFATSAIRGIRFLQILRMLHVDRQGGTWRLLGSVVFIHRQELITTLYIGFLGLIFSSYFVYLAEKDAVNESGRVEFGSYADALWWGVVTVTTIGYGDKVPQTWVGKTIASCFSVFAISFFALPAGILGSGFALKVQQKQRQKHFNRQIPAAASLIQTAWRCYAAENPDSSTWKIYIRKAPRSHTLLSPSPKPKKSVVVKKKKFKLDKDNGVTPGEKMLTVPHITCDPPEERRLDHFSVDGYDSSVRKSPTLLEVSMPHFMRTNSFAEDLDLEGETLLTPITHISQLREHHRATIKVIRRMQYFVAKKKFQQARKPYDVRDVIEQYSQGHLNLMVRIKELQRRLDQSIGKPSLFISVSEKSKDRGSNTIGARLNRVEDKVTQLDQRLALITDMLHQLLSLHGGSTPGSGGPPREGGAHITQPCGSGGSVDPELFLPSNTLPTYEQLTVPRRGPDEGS
# KCNK3 block – human KCNK3 channel inhibition, primary screen; B-score at 10 µM; O14649; actives 0.84% (n = 340,000); CHO-KCNK3 thallium flux, FluxOR fluorescence; active compounds read low;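 active = B-score under library mean minus 4 SD, starting fluorescence ratio at most library mean plus 5 SD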;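 note: more negative B-score means stronger inhibition of thallium flux through KCNK3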
# RGS4 pot – potentiators or activators of RGS4; B-score at 10 µM; actives 0.92% (n = 310,000); HEK293 M3R/inducible RGS4, carbachol calcium flux Fluo4; active compounds read low;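 active = B-score of the integrated calcium signal more than 4 SD below the library mean, with starting fluorescence not abnormally high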;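 note: negative B-score means reduced calcium response which marks RGS4 activation or potentiation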
#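 test system = M3R-expressing HEK293 line, RGS4 induced by doxycycline | probe or stimulus = carbachol at ECmax as muscarinic agonist stimulus | timing = dye loading 30 min 37 °C, buffer rest 30 min RT | signal = calcium dye Fluo4 fluorescence | evaluation = B score from integrated fluorescence ratio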
# HDAC3 inh – inhibitors of human histone deacetylase 3. recombinant HDAC3, fluorogenic peptide/trypsin coupled, fluorescence. AID 2718. actives 0.15% (n = 320,000). inhibition, % at 8.3 µM; in the data active = inhibition above about 26%, passing the limit was not always enough; inconclusive = no clear call, values can overlap the other calls
# Target sequence (O15379 whole entry, looked up): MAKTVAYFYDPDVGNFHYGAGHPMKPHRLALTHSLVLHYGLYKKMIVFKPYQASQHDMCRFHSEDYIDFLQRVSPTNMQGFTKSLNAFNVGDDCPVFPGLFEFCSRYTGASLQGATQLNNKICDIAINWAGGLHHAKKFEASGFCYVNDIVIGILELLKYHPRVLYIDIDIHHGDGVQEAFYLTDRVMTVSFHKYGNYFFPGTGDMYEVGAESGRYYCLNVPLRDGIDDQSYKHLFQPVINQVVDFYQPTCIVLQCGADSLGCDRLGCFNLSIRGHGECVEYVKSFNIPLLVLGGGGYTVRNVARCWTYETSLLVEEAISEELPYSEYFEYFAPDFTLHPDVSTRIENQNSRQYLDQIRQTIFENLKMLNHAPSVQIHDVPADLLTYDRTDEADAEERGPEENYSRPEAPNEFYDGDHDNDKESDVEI
# GSK3beta inhib – blocks human GSK3beta kinase activity. P49841. GST-GSK3beta kinase, ADP-Glo luminescence, 60 min; active compounds read low. activity score (negative = inhibition), % at 10 µM. actives 0.038% (n = 300,000). AID 2097;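 active = more than half of replicate wells score below -50%, meaning over 50% inhibition versus plate controls; inconclusive = some replicates but at most half score below -50%; inactive = no replicate scores below -50%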;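 note: 0% = median DMSO wells and -100% = median GW8510 positive control wells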
#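 Assay system: GST-fused GSK3beta enzyme, cell-free / Medium: Tris pH 7.5 buffer with MgCl2, DTT, BSA, heparin / Also added: peptide substrate plus 25 µM ATP (final) / Compound: 10 µM single point / Timing: kinase reaction with compound 60 min at room temperature / Detection: ADP-Glo luminescence / Benchmarks: DMSO neutral wells and GW8510 at 20 µM as positive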
# DYRK1A inh – blocks rat Dyrk1A kinase activity; ADP-Glo luminescence, NFATc1 peptide; actives 0.43% (n = 310,000); Q63470; AID 504441; inhibition, % at 12.5 µM; in the data active = inhibition above about 50%;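 note: plate controls were vehicle with enzyme for no effect and no enzyme for full effect; many of its hits are not listed in these tables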
# KCNQ1 act – human KCNQ1 channel potentiation or activation. CHO-K1 KCNQ1, thallium flux FluxOR fluorescence; active compounds read high. actives 0.35% (n = 310,000). B-score at 10 µM. P51787;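 active = fluorescence ratio B-score, a plate-corrected score, at least three library SD, with initial intensity B-score within 5 SD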
#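 assay system = KCNQ1-transfected CHO-K1 cells | medium = assay buffer with matched DMSO | probe or stimulus = depolarizing K+/Tl+ stimulus, K2SO4 and Tl2SO4 each 12.5 mM in 5x stock | dosing = single dose | incubation = dye 90 min, compound 20 min, room temperature | detection = kinetic FluxOR fluorescence, 10 s baseline plus 110 s post-stimulus | evaluation = ratio B score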
# PolyA inhibitor – inhibitors of polyadenylation in S. cerevisiae; S. cerevisiae SKY197-pL101 polyadenylation reporter, beta-gal luminescence; efflux-impaired pdr1/pdr3 knockout yeast; score 100 = 6 SD above DMSO; actives 0.02% (n = 300,000); AID 1875; calls only at 12 µM;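 active = lowest replicate activity score at least 50, where 100 means six control SD above control mean; inconclusive = lowest score under 50 but half or more replicates reach 50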;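 note: yeast exposed to compound for 9 h at 30 °C; higher score means more reporter readthrough which indicates perturbed polyadenylation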
# GSK3 alpha inh – inhibitors of human GSK-3 alpha kinase. P49840. ADP-Glo luminescence, 60 min. inhibition, % at 10 µM. actives 0.1% (n = 320,000). AID 2650;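 in the data active = inhibition above about 50%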;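 note: GST-tagged GSK-3 alpha with peptide substrate and 25 µM ATP; 0% = DMSO neutral wells and 100% = GW8510 positive control wells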
# hERG protect – hERG (human) protection from proarrhythmic block; CHO-hERG, FluxOR thallium flux, dofetilide IC70 present; activation (rescue from dofetilide block), less the hit threshold, % at 10 µM; actives 0.51% (n = 310,000); AID 1511;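 active = activation above the mean of controls blocked by dofetilide plus 5 SD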;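 note: thallium influx through hERG after potassium depolarization seen as dye fluorescence rise; in these data hits start at about 4.7%; inactives centre near -7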
# * marks the source's active call; other numbers are inactive results; i = inactive; ? = inconclusive; nt = no result given. An excerpt, so the mix of outcomes need not match the whole.
SMILES,KCNK9 inh,KCNQ1 block,KCNK3 block,RGS4 pot,HDAC3 inh,GSK3beta inhib,DYRK1A inh,KCNQ1 act,PolyA inhibitor,GSK3 alpha inh,hERG protect
CCN(c1ccccc1)S(=O)(=O)c1cccc(C(=O)NCc2cccnc2)c1,i,i,i,i,1.2,6.3,3.6,i,i,-1.7,-12.0
Cn1c(C(=O)N2CCCC(C(=O)NCc3ccccc3)C2)cc2sccc21 (centres undefined),i,i,i,i,-2.6,-2.6,-5.0,i,i,-0.3,-12.8
CC(=O)CC(C)(C)NC(C)=S,i,i,i,i,1.9,2.5,-3.1,i,i,4.8,-1.3
Cc1ccc(NP(=O)(c2ccc(N(C)C)cc2NC(=O)c2cccs2)N2CCOCC2)cc1 (centres undefined),i,i,i,i,-2.9,0.6,-2.4,i,i,1.4,-6.0
O=c1c2c(nc3cc(-c4cccc(Cl)c4)[nH]n13)CCC2,i,i,i,i,-18.2,1.3,0.1,i,i,-1.1,-10.2
CCn1c(SCC(=O)Nc2cc(C)on2)nnc1-c1ccco1,i,i,i,i,-0.7,1.9,-3.3,i,i,0.5,-2.4
O=C1c2cccc3cc(Br)cc(c23)C(=O)N1Nc1ccc(Br)cc1,i,i,i,i,3.8,2.1,0.8,i,i,-1.3,-8.9
COc1cccc(C(=O)NN2CC(O)=C(c3nc(C)cs3)C2=N)c1,i,i,i,i,-0.2,-0.9,-5.2,i,i,-0.1,-10.7
Cc1cc(C)c2c(c1)cc(C)c1nnc(SCC(=O)Nc3cc(C)on3)n12,i,i,i,i,-2.2,-3.5,-3.3,i,i,-1.0,-2.0
COc1ccc(/C=C(\C#N)C(=O)NCCCn2ccnc2)cc1,i,i,i,i,nt,2.4,-4.0,i,i,-0.3,-9.4
COc1ccccc1CNC(=O)C(=O)NCCC1CCCCN1S(=O)(=O)c1cccs1 (centres undefined),i,i,i,i,nt,-1.3,-2.0,i,i,0.6,-11.7
O=C(/C=C/c1cccc(F)c1)c1ccc(N2CCOCC2)cc1,i,i,i,i,7.7,3.0,5.3,i,i,-0.6,-11.9
CO/N=C1\CCn2c1c(C)c1ccccc12,i,i,i,i,-3.3,0.1,-2.2,i,i,-2.3,-8.8
Cc1ccc(S(=O)(=O)NCC(=O)OCC(=O)NCc2ccc(F)cc2)cc1,i,i,i,i,-5.8,2.7,-3.0,i,i,-1.2,-8.6
CC(=O)N1CCN(c2nc(CC(C)C)c3c(c2C#N)CCC3)CC1,i,i,i,i,-25.5,-1.4,4.0,i,i,5.8,-4.6
CCCn1c(=O)c(C(=O)NCc2ccccc2Cl)c(O)c2ccccc21,i,i,i,i,4.9,0.7,12.5,i,i,-3.7,4.1
COCC(=O)NCCc1ccc(S(N)(=O)=O)cc1,i,i,i,i,-1.2,3.8,-6.2,i,i,0.5,-1.7
O=S(=O)(Cc1cc(NCc2ccccc2)nc(-c2ccncc2)n1)c1ccccc1,i,i,i,i,1.8,-1.1,-8.1,i,i,-2.8,-8.2
COc1ccc(S(=O)(=O)N2CCN(C(=O)c3c(C)nn(-c4ccccc4)c3Cl)CC2)cc1,i,i,i,i,?,-0.8,-1.2,i,i,-1.4,-7.8
Cc1ccc(NC(=O)CSc2nc(=O)n(CCCN3CCOCC3)c3c2CCCC3)cc1F,i,i,i,i,3.6,16.8,10.2,i,i,2.5,-9.7
CC1CCCCN1C(=O)CSc1nnc(Cc2ccccc2)n1C (centres undefined),i,i,i,i,-1.2,1.3,2.4,i,i,-1.6,-3.1
CN1C(=O)C(CC(=O)NC2CCCCC2)N(C)C1=O (centres undefined),i,i,i,i,2.0,1.1,nt,i,i,0.1,-10.2
COc1cc(CCC(=O)Nc2cnc3ccccc3c2)cc(OC)c1OC,i,i,i,i,0.2,-0.9,14.4,i,nt,-1.7,-7.3
COC(=O)c1sc2nc(C)c([N+](=O)[O-])c(C)c2c1N,i,i,i,i,-0.5,0.3,3.4,i,i,2.2,-7.7
CC(C)(C)C(=O)Nc1nnc(-c2ccncc2)o1,i,i,i,i,-4.7,-1.0,-5.8,i,i,-0.7,-4.2
CCOC(=O)N1CCC(NC(=O)Cn2cc3c(n2)CCCCC3)CC1,i,i,i,i,0.3,-2.6,8.7,i,i,nt,-2.7
CC1(C)C2CC=C(/C=N/NC(=O)C3CC3)C1C2 (centres undefined),i,i,i,i,0.7,-3.6,-2.3,i,i,-3.2,-1.5
CCCCCCC1CC(/C(C)=N\NC(N)=O)OC1=O (centres undefined),i,i,i,i,-2.9,-0.6,-3.0,i,i,-2.6,-8.6
Cc1ccc(S(=O)(=O)Oc2ccccc2N2C(=O)C3CC=CCC3C2=O)cc1 (centres undefined),i,i,i,i,3.0,-3.7,3.0,i,i,nt,-10.0
CC(C)c1ccc(N2C(=O)CSC23C(=O)N2CCCc4cccc3c42)cc1 (centres undefined),i,i,i,-7.61*,0.3,-1.2,2.8,i,i,-2.5,-7.0
Cc1ccc(S(=O)(=O)n2nccc2-c2c(-c3ccccc3)noc2C)cc1,-7.25*,i,i,i,-4.0,3.3,nt,i,i,-1.2,-5.4
CCn1cc(C(=O)NCC(C)C)c(=O)c2cc(F)c(N3CCN(C(=O)c4ccco4)CC3)cc21,i,i,i,i,-5.6,-4.0,-1.7,i,i,-1.1,-22.1
COc1ccc(CC(=O)N2CC3(C)CC2CC(C)(C)C3)cc1 (centres undefined),i,i,i,i,1.4,3.0,-0.6,i,i,-4.8,-15.7
O=C(Nc1ccc(N2CCN(C(=O)c3ccco3)CC2)cc1)c1cccs1,i,i,i,i,4.4,-4.1,-2.0,i,i,0.7,-15.6
COc1ccc(Cn2nnnc2C(c2ccccc2Cl)N2CCN(C3CCCC3)CC2)cc1 (centres undefined),i,i,i,i,nt,2.2,-3.5,i,i,nt,-10.8
COc1ccc(C(C(=O)Nc2ccc(C(C)C)cc2)N(Cc2ccco2)C(=O)CC2NC(=O)NC2=O)cc1 (centres undefined),i,6*,i,i,3.3,-1.5,-4.0,i,i,11.3,-2.7
Cc1c(Cc2ccccc2)c(=O)oc2cc(O)ccc12,i,i,i,i,-313.7,-3.5,2.6,i,i,6.1,-10.2
COc1ccc(C)cc1S(=O)(=O)Nc1ccc(-n2c(C)nc3ccccc3c2=O)cc1,i,i,i,i,5.0,3.4,3.9,i,i,0.9,-16.2
Cc1cc(OCC(=O)Nc2ccc(CN3CCOCC3)cc2)c2c(C)c(C)c(=O)oc2c1,i,i,i,i,9.9,0.9,-5.5,i,i,-0.2,-4.4
Cc1cc(C(=O)N/N=C/c2cccc(OC(=O)c3cccc(Br)c3)c2)n[nH]1,i,i,i,i,-1.3,-0.5,-0.1,i,nt,nt,-12.7
CCCCN(CC)S(=O)(=O)N1CCC(C(=O)NCCCN2CCOCC2)CC1,i,i,i,i,-0.3,4.0,3.8,i,i,-3.7,-7.8
Cc1cc(OCC(=O)Nc2ccncc2)c(C)cc1Br,i,8*,-9.18*,i,0.6,-3.6,nt,i,i,13.5,-16.0
CCCC(=O)NCc1ccccc1Cl,i,i,i,i,2.6,-0.1,nt,i,i,-0.8,-10.2
COc1ccccc1CC(=O)Nc1ccc([N+](=O)[O-])cc1O,i,i,i,i,0.9,1.1,1.0,i,i,1.1,-3.5
CCCOc1ccc(/C(O)=C2/C(=O)C(=O)N(c3cc(C)on3)C2c2ccc(C(=O)OC)cc2)cc1 (centres undefined),i,i,i,i,3.7,1.0,-4.5,i,i,-2.8,-8.5
COc1ccc(/C=C2\CCC/C(=C\C=N\N(C)C)C2=O)cc1,i,i,i,i,1.4,0.8,3.1,i,i,-0.9,-5.7
COc1cccc2c1C(=O)c1c(O)c3c(c(O)c1C2=O)C[C@](O)(C(C)=O)C[C@H]3O[C@@H]1C[C@@H](N)[C@@H](O)[C@@H](C)O1,i,i,i,i,10.3,0.8,7.4,i,i,1.2,-37.7
C[C@@H](C(=O)NCc1ccccc1)[C@@H]1C[C@@]1(C)[C@@H](NC(=O)OCc1ccccc1)c1ccccc1,i,i,i,i,6.7,-1.2,3.5,i,i,-1.8,-2.9
CC(=O)Nc1ccc(C(=O)N(C)C(C(=O)Nc2ccc(C)cc2)c2ccccn2)cc1 (centres undefined),i,i,i,i,2.6,-0.8,-7.2,i,i,-3.2,-16.8
CCOCCCn1c(SCC(=O)Nc2cc(OC)ccc2OC)nc2ccccc2c1=O,i,i,i,i,5.9,1.8,-2.5,i,i,-5.4,-9.3
COc1ccc(C(=O)Nc2ccc(C(=O)N3CCOCC3)cc2)cc1OC,i,i,i,i,3.8,-2.5,3.1,i,i,-0.8,-6.7
CS(=O)(=O)N1Cc2ccccc2CC1C(=O)O (centres undefined),i,i,i,i,5.8,0.4,nt,i,nt,-1.4,-4.7
Cn1c(=O)c2c(nc(CN3CCN(c4ccccc4)CC3)n2Cc2c(F)cccc2Cl)n(C)c1=O,i,i,i,i,1.2,1.5,2.4,i,i,-0.6,-12.8
CC(C)CC(=O)Nc1nc(-c2ccc(S(=O)(=O)N3CCOCC3)cc2)cs1,i,i,i,i,nt,-0.2,-3.8,i,i,nt,-3.4
CCn1c(O)c(N=NC2=NC(=O)CS2)c2cc(C)ccc21,i,i,i,i,-1.4,1.6,-6.0,11*,i,5.6,-1.8
O=C(CN1N=C(c2ccc(Cl)cc2)CCC1=O)NCCN1CCc2ccccc2C1,i,i,i,i,-1.2,1.3,-5.2,i,i,-6.4,-13.8
O=C(NNC(=O)c1ccccc1F)c1ccco1,i,i,i,i,-2.2,0.8,0.3,i,i,-2.7,-6.8
Cc1cccc(NC(=S)NC2CC3CCCC(C2)N3Cc2ccccc2)c1C (centres undefined),i,i,i,i,-3.9,-2.4,2.0,i,i,0.2,-8.1
CC(=O)Nc1cccc(/C(C)=N/NC(=O)c2ccccc2Cl)c1,i,i,i,i,1.8,0.6,1.7,i,i,0.0,-8.6
